DAX1 inh-1 – DAX1 (NR0B1) inhibitors on StAR promoter, primary screen, cell-based, luminescence, SF-1 (NR5A1), full-length DAX-1 | HEK293T StAR-luciferase reporter, SF-1/DAX-1 repression relief | inhibition, % at 6.8 µM | 1.1% of 370,000 active | AID 652010, 2013;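 active = inhibition above the mean over all tested compounds plus 3 SD, cut at about 3.6% in these data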;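 note: 0% = DAX-1 cells with DMSO and 100% = cells lacking DAX-1 with DMSO; higher inhibition means more luminescence from relief of DAX-1 repression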
DAX1 inh-2 – DAX1 (NR0B1) inhibitors, primary screen, cell-based, HEK293, Gal4-DAX1, luciferase luminescence; AID 504766, 2011; Nuclear receptor subfamily 0 group B member 1 (Homo sapiens), P51843; 0.99% of 340,000 active; HEK293 Gal4-DAX1 luciferase reporter; inhibition, % at 6.75 µM;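 active = inhibition above the mean over all tested compounds plus 3 SD, cut at about 4.2% in these data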;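 note: 0% = DAX1-transfected cells with DMSO and 100% = empty-vector control cells with DMSO; inhibition shows as a rise in luminescence from relieved DAX1 repression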
Target sequence (P51843 207-470 limits assumed): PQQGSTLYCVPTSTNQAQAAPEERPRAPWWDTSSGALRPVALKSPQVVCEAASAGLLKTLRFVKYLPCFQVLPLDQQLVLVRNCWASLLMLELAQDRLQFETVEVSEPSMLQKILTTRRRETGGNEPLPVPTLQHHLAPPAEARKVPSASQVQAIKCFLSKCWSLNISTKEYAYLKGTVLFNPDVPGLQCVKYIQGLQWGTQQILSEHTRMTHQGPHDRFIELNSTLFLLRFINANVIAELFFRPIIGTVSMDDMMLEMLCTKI
hcDAF-12 act – H. contortus DAF-12 nuclear receptor activators, primary screen, cell-based, luminescence, HEK293, lit1-tk-luc reporter | HEK293 hcDAF-12 lit1-tk-luc reporter; 0% DMSO, 100% Δ7-dafachronic acid | activation, % at 6.8 µM | 1.4% of 370,000 active | AID 652067, 2013;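 active = activation above the mean of all tested compounds plus 3 SD, cut at about 5.5% in these data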;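 note: 100% = response to 3 µM Δ7-dafachronic acid high control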
PLC-gamma1 inh – PLC-gamma1 enzyme inhibitors, primary screen, biochemical, fluorescence, purified enzyme; fluorogenic substrate; inhibition, % at 12.2 µM; 0.84% of 370,000 active; in the data active = inhibition above about 9.5%
ssDAF-12 act – S. stercoralis DAF-12 nuclear receptor activators, primary screen, cell-based, luminescence, HEK293, GRIP1 co-expression, lit1-tk-luc | Nuclear hormone receptor DAF-12 (Strongyloides stercoralis) | HEK293 ssDAF-12/GRIP1 lit1-tk-luc reporter; % of 3 µM dafachronic acid response | activation, % at 6.8 µM | 1% of 370,000 active | AID 652126, 2013;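 active = activation above the mean over all tested compounds plus 3 SD, cut at about 0.9% in these data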;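 note: 0% = DMSO-only wells and 100% = 3 µM delta7-dafachronic acid wells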
GAA850 FXN act – FXN promoter activators, primary screen, cell-based, luciferase luminescence, HEK293 lucGAA850; HEK293 lucGAA850 FXN promoter luciferase reporter, 24 h; percent of 10 µM SAHA response; 0.56% of 360,000 active; activation, % at 6 µM;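 active = activation above the average of all compounds screened plus 3 SD, cutoff fixed separately per campaign, cut at about 7.5% in these data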;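 note: 0% = DMSO wells and 100% = 10 µM SAHA wells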
ADAM17 inh – ADAM17 inhibitors, primary screen, biochemical, QFRET; Disintegrin and metalloproteinase domain-containing protein 17 (Homo sapiens), P78536; recombinant ADAM17, EDANS/DABCYL FRET peptide cleavage; inhibition, % at 6.95 µM; 0.83% of 370,000 active; AID 720648, 2013;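 active = inhibition above the mean of compounds lying between control limits plus 3 SD, set per campaign, cut at about 8.5% in these data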;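 note: 0% = DMSO-only wells as the low control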
ADAM10 inh – human ADAM10 inhibitors, primary screen, biochemical, QFRET, HTS. Disintegrin and metalloproteinase domain-containing protein 10 (Homo sapiens), O14672. 0.62% of 370,000 active. inhibition, % at 7 µM. recombinant ADAM10, EDANS/DABCYL FRET peptide cleavage, 3 h;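 active = inhibition above a per-campaign cutoff equal to the mean of compounds falling between control-based bounds plus 3 SD, cut at about 20% in these data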;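 note: 0% = DMSO wells while the 100% control is not disclosed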
Target sequence (O14672 214-748 limits assumed): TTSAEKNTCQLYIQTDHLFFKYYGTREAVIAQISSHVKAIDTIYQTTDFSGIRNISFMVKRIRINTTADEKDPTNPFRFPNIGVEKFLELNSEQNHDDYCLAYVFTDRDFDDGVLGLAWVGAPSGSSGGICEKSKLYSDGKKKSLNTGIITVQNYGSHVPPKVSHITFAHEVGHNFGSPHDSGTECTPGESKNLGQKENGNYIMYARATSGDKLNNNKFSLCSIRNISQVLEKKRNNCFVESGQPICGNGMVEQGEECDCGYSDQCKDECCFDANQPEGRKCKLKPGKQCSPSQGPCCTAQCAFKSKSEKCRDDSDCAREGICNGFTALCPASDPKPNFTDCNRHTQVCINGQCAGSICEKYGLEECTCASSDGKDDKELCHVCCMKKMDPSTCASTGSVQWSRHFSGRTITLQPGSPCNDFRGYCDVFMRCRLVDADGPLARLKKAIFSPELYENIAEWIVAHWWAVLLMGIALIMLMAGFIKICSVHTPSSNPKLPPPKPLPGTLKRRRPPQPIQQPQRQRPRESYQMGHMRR
PLCb3 inh – human PLC-beta3 inhibitors, primary screen, biochemical, fluorescence; Purified PLC-beta3, fluorogenic substrate; AID 720704, 2013; inhibition, % at 12.2 µM; 0.18% of 370,000 active; 1-phosphatidylinositol 4,5-bisphosphate phosphodiesterase beta-3 (Homo sapiens), Q01970; in the data active = inhibition above about 11%;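 note: 0% = median of compound wells on plate and 100% = full blocker control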
HGIII-sPLA2 inh – human group III sPLA2 inhibitors, primary screen, biochemical, QFRET, BODIPY PC-A2 liposome substrate | QFRET BODIPY PC-A2 liposome hydrolysis, fluorescence | inhibition, % at 12.2 µM | 0.56% of 370,000 active | AID 743126, 2013;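 active = inhibition above mean plus 3 SD of compounds lying within the high and low control bounds, cut at about 19% in these data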;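 note: 0% = median of test compound wells and 100% = no enzyme DMSO wells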
hgDAF12 agonist – H. glycines DAF-12 receptor agonists, primary screen, cell-based, luminescence, HEK293, GAL4 fusion, UAS-luciferase. Nuclear hormone receptor DAF-12 (Heterodera glycines), GAL4 fusion. HEK293 GAL4-hgDAF12 UAS-luciferase reporter, agonist luminescence; normalized to butyrate control. activation, % at 6.8 µM. 1.8% of 370,000 active. AID 687014, 2013;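 active = activation above a cutoff set at the mean of all screened compounds plus 3 SD, cut at about 10% in these data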;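 note: 0% = DMSO wells and 100% = sodium butyrate wells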
An asterisk follows results filed as active; i = inactive; . = no result given.

SMILES	DAX1 inh-1	DAX1 inh-2	hcDAF-12 act	PLC-gamma1 inh	ssDAF-12 act	GAA850 FXN act	ADAM17 inh	ADAM10 inh	PLCb3 inh	HGIII-sPLA2 inh	hgDAF12 agonist
O=C(Cn1cncn1)NCc1cccc2ccccc12	0.8	1.7	-0.1	1	-0.9	0.1	-2	-1	1	3	0.8
O=C(C(=O)N1CCN(Cc2ccccc2)CC1)c1c[nH]c2ccccc12	-0.6	-0.3	-1.5	0	-0.5	-0.2	-2	-10	-4	-14	1.5
N#Cc1cc2[nH]c3ccccc3c2[n+](-c2ccc([N+](=O)[O-])cc2)c1N	-0.5	0.1	1.2	4	-0.8	2.3	2	0	1	2	1.5
COc1ccc(NC(=S)N(C)CC2COc3ccccc3O2)cc1 (centres undefined)	-0.6	0.9	-0.2	5	-1.4	2.2	-1	1	0	-1	-1.9
C=CCn1c(SCc2csc(C)n2)nc2sc3c(c2c1=O)CCC(C)C3 (centres undefined)	-1.3	3.8	0.9	1	-0.4	2.5	-6	-5	0	0	0.2
CC(C)OC(=O)CN1C(=O)C(=O)c2ccccc21	-1.9	0.2	-1.0	0	-1.3	-2.3	-3	-4	-2	6	-4.8
CC(=O)c1cccc(NC(=S)N2CCc3ccccc32)c1	2.5	0.9	4.1	-2	-0.2	3.4	2	-1	-4	0	7.4
CCOc1cc(S(=O)(=O)N2CC=C(c3ccc(F)cc3)CC2)c(OCC)cc1-n1cnnn1	0.0	-0.1	-0.2	3	-0.5	0.1	0	0	2	7	0.5
Cc1cccc(C(C(N)=O)c2ncc(C(F)(F)F)cc2Cl)c1 (centres undefined)	-0.1	-0.8	-0.6	-1	-1.7	1.5	0	1	1	2	-2.0
COc1ccccc1-c1c(C(F)(F)F)oc2cc(OS(C)(=O)=O)ccc2c1=O	-1.9	-3.1	-4.8	0	-2.2	-3.9	2	2	-5	-23	-2.0
COCCN(Cc1cc2cc3c(cc2n2nnnc12)OCO3)C(=O)c1ccccc1F	0.3	-0.8	0.4	7	-0.9	0.2	-6	-10	0	3	0.7
CC1=C(C(=O)N2CCOCC2)C(c2ccccc2F)C2=C(CCCC2=O)N1 (centres undefined)	0.4	0.8	-1.3	-286	-1.5	0.9	-130	-387	-384	4	-0.8
C[C@@H]1CN([C@H](C)CO)S(=O)(=O)c2ccc(Br)cc2O[C@@H]1CN(C)C(=O)NC1CCCC1	0.8	1.9	0.5	1	-0.8	1.0	-5	-9	1	2	-2.1
COc1ccc(C(=O)N/N=C/C(C)c2ccccc2)cc1OC (centres undefined)	-1.2	0.6	-1.4	0	-0.9	-1.8	-4	5	1	2	2.9
COC(=O)C1CCN(C(=O)COC(=O)Cc2c[nH]c3ccccc23)CC1	0.2	2.0	5.0	-10	-0.3	0.8	-6	-13	-10	-7	2.8
COCC(=O)Nc1ccc2c(c1)[C@H]1C[C@@H](CC(=O)NCC3CC3)O[C@H](CO)[C@H]1O2	-0.1	.	-1.9	-2	-0.3	.	-4	-10	-8	-4	-0.7
O=C(c1cccc(I)c1)N1CCC(Oc2cccnc2)CC1	0.5	.	-1.3	2	-1.8	.	0	5	-1	3	-2.1
O=C(OCC#CCSc1nnc(-c2cccc3ccccc23)o1)C1CCCC1	.	.	-2.6	-17	-2.1	.	-11	-43	-23	-8	-0.1
O=c1sc(Nc2ccccc2)nc2ccsc12	1.9	1.6	6.2*	-32	-0.3	5.7	-7	-11	-42	-29	8.7
Cc1oc(-c2cc(F)ccc2F)nc1CN1CCN(c2ncnc3ccccc23)CC1	-2.8	-4.0	-3.5	-6	-2.3	-1.2	-3	-8	-6	-11	-6.5
Cc1ccc(-c2nc3ccccc3nc2Cl)cc1	0.8	0.7	-1.9	0	-1.1	3.0	-8	-11	-9	0	-1.0
COc1cc(NC(=O)Cn2cnc3c(OCc4ccccc4)ncnc32)cc(OC)c1OC	-1.4	-0.1	0.4	1	-0.8	-2.8	-1	1	3	-13	-1.5
Oc1ccc(-c2cnc3ccccc3n2)cc1	2.4	3.0	3.9	-51	-0.6	2.8	1	2	-84	-12	15*
O=C(NCc1ccncc1)Nc1ccccc1Cl	0.1	-0.2	1.0	4	-1.5	4.0	1	7	8	9	-0.1
N/C(=N\N=C\c1ccc2c(c1)OCO2)SC1CC(=O)N(c2ccc(C(=O)O)cc2)C1=O (centres undefined)	0.4	-0.5	0.9	4	-0.2	-1.0	3	4	3	0	0.6
Cc1[nH]c(C)c(S(=O)(=O)N(C)Cc2ccccc2)c1C(=O)N1CCCCC1	0.1	-0.1	-1.5	3	-1.0	1.2	1	-6	-4	1	-1.9
CCn1c(COc2ccc3ccccc3c2C)nnc1SCC(=O)Nc1cccc(C(=O)O)c1	1.5	0.7	0.3	3	-0.7	1.2	-8	0	-13	-52	3.6
CCCCCCCCS(=O)C1CCS(=O)(=O)C1 (centres undefined)	0.8	0.0	0.7	-3	-0.9	-0.5	-3	1	-1	7	0.5
COC(=O)c1cn(NC(=O)C2CCC(C(C)(C)C)CC2)c(=O)c2ccccc12 (centres undefined)	0.2	-0.8	0.3	2	-0.7	1.6	2	7	4	-2	-3.3
Cc1cc(=O)oc2c3c(ccc12)OC/C3=N/N	0.1	3.3	0.4	-339	-0.8	0.9	-324	i	-486	0	2.3
Fc1cccc(Cl)c1CSc1nnc(CN2CCOCC2)n1-c1ccccc1	-0.1	-1.2	-2.1	2	-1.5	-1.7	-4	-4	2	6	-2.2
CC(C(=O)c1ccc(-c2ccccc2)cc1)[n+]1ccccc1 (centres undefined)	-1.6	-1.4	-0.6	3	-1.4	-0.3	-3	4	1	6	-5.4
O=C(Nc1ccccc1)N(Cc1cccs1)C1CCCC1	-0.8	-0.4	0.7	1	-1.0	-0.5	-5	4	0	4	0.3
CCn1c(SCC(=O)Nc2ccc(C)cc2)nnc1-c1ccccn1	-0.2	0.0	-1.2	0	-1.0	-0.5	-5	-4	-9	5	-1.1
CC(C)(C)c1ccc(CNC(=O)c2ccc3c(c2)NC(=O)CO3)cc1	0.9	-0.5	-0.5	3	-1.6	1.1	2	7	-2	-8	1.8
COc1ccc2[nH]c(=O)c(CNc3ccccc3)cc2c1	1.6	4.5*	4.2	-302	0.4	6.2	-186	i	-402	-7	10
CCN(Cc1ccccc1)C(=O)c1cc(S(=O)(=O)N2CCOCC2)cn1C	-0.7	0.0	-0.4	-1	-1.0	-0.6	-2	5	0	1	0.5
CC1(C)CC2(CCCN(C(=S)Nc3ccccc3)C2)CCO1 (centres undefined)	0.2	1.5	-2.1	0	-1.4	-2.0	-2	-2	-8	1	-2.8
C=CCSc1nc(N(CC)CC)c2sccc2n1	-0.4	0.2	2.7	-1	-0.6	2.4	-2	-2	-1	1	-0.1
COc1cccc(/C=N/n2nnnc2N)c1OCC#N	-0.3	1.3	-1.9	-88	-0.7	1.0	-23	-110	-127	-5	0.8
c1ccc(Nc2nc(N3CCOCC3)c3ccccc3n2)cc1	-2.4	-2.1	-1.6	-34	-1.5	0.1	0	-4	-37	0	-3.2
COc1ccc(NC(=O)CN2CCOCC2)cc1S(=O)(=O)N1CCCCC1	-0.3	0.0	1.1	4	-0.9	-2.5	-6	-2	-3	13	-3.4
COc1cnn(-c2cccc(C)c2)c(=O)c1Cl	-0.5	1.5	-0.3	1	-0.3	1.2	-4	2	-4	-1	-2.6

A draw from above in order of count of non-hydrogen atoms, ascending.
SMILES	DAX1 inh-1	DAX1 inh-2	hcDAF-12 act	PLC-gamma1 inh	ssDAF-12 act	GAA850 FXN act	ADAM17 inh	ADAM10 inh	PLCb3 inh	HGIII-sPLA2 inh	hgDAF12 agonist
C=CCSc1nc(N(CC)CC)c2sccc2n1	-0.4	0.2	2.7	-1	-0.6	2.4	-2	-2	-1	1	-0.1
CC1(C)CC2(CCCN(C(=S)Nc3ccccc3)C2)CCO1 (centres undefined)	0.2	1.5	-2.1	0	-1.4	-2.0	-2	-2	-8	1	-2.8
CCN(Cc1ccccc1)C(=O)c1cc(S(=O)(=O)N2CCOCC2)cn1C	-0.7	0.0	-0.4	-1	-1.0	-0.6	-2	5	0	1	0.5

Of the compounds above, 7 contain fluorine.
SMILES	DAX1 inh-1	DAX1 inh-2	hcDAF-12 act	PLC-gamma1 inh	ssDAF-12 act	GAA850 FXN act	ADAM17 inh	ADAM10 inh	PLCb3 inh	HGIII-sPLA2 inh	hgDAF12 agonist
CCOc1cc(S(=O)(=O)N2CC=C(c3ccc(F)cc3)CC2)c(OCC)cc1-n1cnnn1	0.0	-0.1	-0.2	3	-0.5	0.1	0	0	2	7	0.5
Cc1cccc(C(C(N)=O)c2ncc(C(F)(F)F)cc2Cl)c1 (centres undefined)	-0.1	-0.8	-0.6	-1	-1.7	1.5	0	1	1	2	-2.0
COc1ccccc1-c1c(C(F)(F)F)oc2cc(OS(C)(=O)=O)ccc2c1=O	-1.9	-3.1	-4.8	0	-2.2	-3.9	2	2	-5	-23	-2.0
COCCN(Cc1cc2cc3c(cc2n2nnnc12)OCO3)C(=O)c1ccccc1F	0.3	-0.8	0.4	7	-0.9	0.2	-6	-10	0	3	0.7
CC1=C(C(=O)N2CCOCC2)C(c2ccccc2F)C2=C(CCCC2=O)N1 (centres undefined)	0.4	0.8	-1.3	-286	-1.5	0.9	-130	-387	-384	4	-0.8
Cc1oc(-c2cc(F)ccc2F)nc1CN1CCN(c2ncnc3ccccc23)CC1	-2.8	-4.0	-3.5	-6	-2.3	-1.2	-3	-8	-6	-11	-6.5
Fc1cccc(Cl)c1CSc1nnc(CN2CCOCC2)n1-c1ccccc1	-0.1	-1.2	-2.1	2	-1.5	-1.7	-4	-4	2	6	-2.2

Screens deposited in PubChem by The Scripps Research Institute Molecular Screening Center.
